From PubChem BioAssay
EPAC2 antagonist: antagonists of human EPAC2; Q8WZA2; EPAC2 GEF exchange of Rap1B-BODIPY-GDP, fluorescence; Potency, µM (titrated, usually from 114 µM), without a hit: top-dose activity, negative = inhibition, hits mostly inhibitors; hit rate 0.18% among 360,000; AID 720708; note: % is set by controls: 0 for no effect and ±100 for the full control effect; nearly all actives have a fitted effect of over 45% in size; many of its hits are not listed in these tables
FUS yeast rescue: suppressors of FUS proteinopathy in yeast | S. cerevisiae FUS-expressing, growth rescue, OD600, 24 h | Potency, µM (top dose mostly 76.6 µM), without a hit: at the top dose growth rescue (activation), usual class: activators | hit rate 0.24% among 390,000;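 note: plate controls were DMSO vehicle for no effect and reference control for full effect; nearly all actives have a fitted effect of over 55% in size; some results filed as inactive show a strong effect at the top dose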
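Absorbance at 600 nm, taken 24hr after compound addition, measured rescue of FUS-yeast growth at 30C. Induction used 2% galactose with seeding at OD 0.005. Controls: CP55940 from 92uM final, DMSO only.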
aSyn yeast inh: inhibitors of alpha-synuclein toxicity in yeast | hit rate 0.14% among 370,000 | Potency, µM (top dose mostly 46.1 µM), without a hit: at the top dose growth rescue (activation), hits mostly activators | Yeast expressing alpha-synuclein, growth rescue, BacTiter-Glo, 24 h; note: % of control where 0% means no effect; nearly all actives have a fitted effect of over 65% in size
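Readout is rescue of growth in alpha-synuclein-expressing yeast, so inhibitors of toxicity appear as activators. Growth after 24 hr at 30 deg C in galactose medium is quantified by luminescence.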
EPAC1 agonist: agonists of human EPAC1 | O95398 | AID 720707 | Potency, µM (titrated, usually from 154 µM), without a hit: at the top dose activation, hits mostly activators | EPAC1 agonist qHTS, biochemical assay; response scale: 100% = response to 6.5 mM cAMP | hit rate 0.073% among 360,000; note: nearly all actives have a fitted effect of over 60% in size
Target sequence (O95398 whole entry, looked up): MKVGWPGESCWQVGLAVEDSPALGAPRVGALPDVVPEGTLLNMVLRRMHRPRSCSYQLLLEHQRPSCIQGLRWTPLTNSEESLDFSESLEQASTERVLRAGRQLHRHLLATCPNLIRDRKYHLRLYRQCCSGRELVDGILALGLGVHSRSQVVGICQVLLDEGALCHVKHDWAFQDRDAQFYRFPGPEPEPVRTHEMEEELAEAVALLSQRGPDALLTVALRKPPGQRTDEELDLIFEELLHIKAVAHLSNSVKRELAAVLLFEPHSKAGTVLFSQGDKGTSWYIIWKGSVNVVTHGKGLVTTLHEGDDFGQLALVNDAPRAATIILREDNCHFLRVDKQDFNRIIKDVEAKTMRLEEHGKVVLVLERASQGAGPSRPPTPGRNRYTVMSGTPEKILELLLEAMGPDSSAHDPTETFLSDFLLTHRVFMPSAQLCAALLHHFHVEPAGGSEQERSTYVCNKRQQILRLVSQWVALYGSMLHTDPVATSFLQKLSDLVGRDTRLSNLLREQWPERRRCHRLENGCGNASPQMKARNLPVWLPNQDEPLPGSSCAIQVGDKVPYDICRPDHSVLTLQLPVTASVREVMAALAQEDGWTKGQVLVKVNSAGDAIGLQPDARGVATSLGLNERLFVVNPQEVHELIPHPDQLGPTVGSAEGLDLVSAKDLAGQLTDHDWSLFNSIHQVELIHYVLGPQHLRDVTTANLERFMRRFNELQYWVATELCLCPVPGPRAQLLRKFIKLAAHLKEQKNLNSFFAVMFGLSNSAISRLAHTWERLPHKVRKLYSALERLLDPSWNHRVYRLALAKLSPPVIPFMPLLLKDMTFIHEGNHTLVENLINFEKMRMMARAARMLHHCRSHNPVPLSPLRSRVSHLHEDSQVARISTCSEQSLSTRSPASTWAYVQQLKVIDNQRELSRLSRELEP
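Compounds were pinned as a concentration titration into mixtures of EPAC1 (100 nM), BODIPY-GDP-loaded Rap1B (250 nM) and GDP (50 uM). After 5 min at room temperature, fluorescence was followed for 30 min; activity was scaled to 6.5 mM cAMP.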
EPAC2 agonist: EPAC2 (human) agonism | EPAC2 activation, biochemical qHTS; response scale: 100% = 6.5 mM cAMP response | Potency, µM (top dose mostly 154 µM), without a hit: top-dose activation, most hits filed as activators | hit rate 0.079% among 360,000 | AID 720711; note: nearly all actives have a fitted effect of over 50% in size
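qHTS, titration series. 100 nM EPAC2 / 250 nM Rap1B-BODIPY-GDP / 50 uM GDP; RT; ex 480/em 540 nm, 5-min reads to 30 min. Norm. to 6.5 mM cAMP = activation.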
EPAC1 antagonist: blocks human EPAC1 exchange factor; O95398; EPAC1 GEF assay, Rap1b-BODIPY-GDP exchange fluorescence; Potency, µM (top dose mostly 115 µM), inactives show at the highest dose activity change, negative = inhibition, hits mostly inhibitors; hit rate 0.14% among 360,000; AID 720709;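 note: plate controls were vehicle for no effect and positive control for full effect; nearly all actives have a fitted effect of over 50% in size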
PTHR1 ag: PTHR1 (human) receptor agonism | Q03431 | HEK293 GP2 PTHR1 cells, GloSensor cAMP luminescence, 1 h | Potency, µM (highest dose often 115 µM), for the others: at the top dose activation, most hits filed as activators | hit rate 0.075% among 410,000 | AID 743266; note: nearly all actives have a fitted effect of over 55% in size; some results filed as inactive show a strong effect at the top dose; inactives centre near -15; many of its hits are not listed in these tables
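HEK-293-derived GP2 cells expressing PTHR1 and a GloSensor cAMP reporter, 3,000/well, plated overnight, given luciferin plus IBMX (each 0.5 mM as added) for 1 h at 37 °C, then compound for 1 h at 37 °C. Luminescence was read after 15 min at room temperature.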
TDP-43 yeast inh: inhibitors of TDP-43 toxicity in yeast; Potency, µM (doses to about 46.1 µM), without a hit: top-dose growth rescue (activation), usual class: activators; TDP-43 expressing yeast growth rescue, BacTiter-Glo, 24 h; hit rate 1.8% among 410,000; AID 652104; note: % of control where 0% means no effect; nearly all actives have a fitted effect of over 50% in size
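Yeast cells expressing TDP-43 under galactose induction are exposed to compounds for 24 hr at 30 deg C. BacTiter-Glo luminescence measures growth, so protective compounds score as activators.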
An asterisk follows results filed as active; i = inactive; ? = inconclusive; . = no result given; [ ] = another dose, or the depositor's remark. Calls come from the whole dose curve; as a rule, active = well fitted curve in the direction sought with a large enough effect; inconclusive = small, poorly fitted or top-dose-only effect, or another doubt; inactive = no such curve, though single readings can be large; an effect the other way counts as inactive or inconclusive. Potency is the fitted concentration of half-maximal effect. This is a subset, so the mix of outcomes need not match the whole.

Order of values – EPAC1 antagonist	EPAC2 antagonist	PTHR1 ag	FUS yeast rescue	EPAC2 agonist	aSyn yeast inh	TDP-43 yeast inh	EPAC1 agonist
COc1cc(C=C(C#N)c2ccc([N+](=O)[O-])cc2)ccc1O
  4%	-18%	-2%	11%	0%	-15%	4µM*	-15%
Cc1ccc(S(=O)(=O)NCC(=O)OCc2nnc(-c3ccccc3)o2)cc1C
  -12%	-6%	i	39%	7%	7%	5%	5%
COc1ccc(C)cc1NC(=O)C(C)N(c1ccc(C)cc1)S(C)(=O)=O (centres undefined)
  9%	-5%	i	?	-2%	2%	-9%	9%
O=C(NNC(=S)Nc1ccc(Br)cc1)c1ccccc1Br
  -21%	0%	-37%[inhibitor]	16%	-1%	-2%	?	-10%
COc1ccccc1CN1CCN(C(=O)c2ccncc2)CC1
  12%	-2%	i	-11%	2%	-4%	-3%	3%
CC(=O)c1ccc(NC(=O)c2noc3c2CCCCC3)cc1
  5%	7%	-38%[inhibitor]	-9%	7%	-2%	8%	2%
NC(=O)CSc1ccc(-c2ccc(F)cc2)nn1
  -19%	7%	-13%	-31%	-4%	5%	18%	-1%
Cc1ccc(P(=O)(CSC(=N)N)c2ccc(C)cc2)cc1
  -7%	?	-12%	-3%	4%	9%	-15%	-2%
Cn1c(SCC(=O)N2CCN(c3ccccc3)CC2)nnc1-c1ccco1
  -1%	3%	-27%	23%	10%	3%	23%	-5%
O=C(NCc1ccccc1Cl)c1ccc2c(c1)OCO2
  8%	3%	i	9%	13%	11%	?	9%
CCn1c(=N)n(CCOc2ccc(OC)cc2)c2ccccc21
  1%	4%	-13%[57.5 µM]	-13%	4%	0%	12%	-2%
Cc1cccc(OCC(O)CN2CCOCC2)c1 (centres undefined)
  -3%	23%	i	-17%	-1%	-2%	6%	-6%
COc1ccc(/C=N\NC(=O)c2ccc(F)cc2)cc1COc1cc(F)ccc1[N+](=O)[O-]
  -13%	-2%	-34%[inhibitor]	31%	6%	2%	23%	-19%
CCOC(=O)C1CCN(C(=O)CCNC(=O)Cn2ccc3ccccc3c2=O)CC1
  10%	-2%	i	8%	2%	0%	?	7%
CCN1C(=O)C(CC(=O)Nc2ccc(F)cc2)N(Cc2cccs2)C1=S (centres undefined)
  -26%	-3%	-14%	14%	-6%	4%	17%	-5%

Molecules listed so far that have an aryl thioether with sulfur outside any ring (two):
Order of values – EPAC1 antagonist	EPAC2 antagonist	PTHR1 ag	FUS yeast rescue	EPAC2 agonist	aSyn yeast inh	TDP-43 yeast inh	EPAC1 agonist
NC(=O)CSc1ccc(-c2ccc(F)cc2)nn1
  -19%	7%	-13%	-31%	-4%	5%	18%	-1%
Cn1c(SCC(=O)N2CCN(c3ccccc3)CC2)nnc1-c1ccco1
  -1%	3%	-27%	23%	10%	3%	23%	-5%

More structures follow:
Order of values – EPAC1 antagonist	EPAC2 antagonist	PTHR1 ag	FUS yeast rescue	EPAC2 agonist	aSyn yeast inh	TDP-43 yeast inh	EPAC1 agonist
CCN(CC(=O)Nc1c(Cl)cccc1Cl)C(=O)C1CCN(c2ncnc3sc(C)c(C)c23)CC1
  6%	4%	i	8%	4%	0%	21%	-4%
CC1CCCC(N2CCN(C(=O)c3ccc(F)cc3)CC2)C1 (centres undefined)
  -1%	4%	-12%	-19%	9%	-13%	0%	6%
O=C(c1ccccc1)c1ccc2ccccc2n1
  12%	15%	-9%[57.5 µM]	8%	5%	5%	?	3%
CCC1Oc2nc(SC)nnc2-c2ccccc2N1C(=O)c1ccccc1 (centres undefined)
  5%	10%	i	13%	4%	-1%	-1%	-1%
CN1CCC(N(C)S(=O)(=O)c2ccc(Cl)cc2)CC1
  18%	3%	-25%	-32%	0%	4%	7%	-1%
NC(=O)CSC1=Nc2ccccc2C2=NC(c3ccccc3)C(=O)N12 (centres undefined)
  20%	-1%	i	1%	3%	3%	-13%	7%
CCN1CCCC1CNC(=O)Cn1nc(C)n2c(cc3cc(C)ccc32)c1=O (centres undefined)
  3%	3%	i	3%	4%	-14%	-19%	7%
COc1ccc(C(=O)NC(C)c2nnc(SCc3ccc(Cl)c(Cl)c3)n2C)cc1 (centres undefined)
  -3%	-2%	i	9%	9%	9%	-4%	8%
O=C(NC(O)C(=O)c1ccccc1)c1cccs1 (centres undefined)
  4%	0%	-13%	-25%	9%	-8%	17%	9%
CC(=O)c1ccc(NC(=O)COC(=O)c2nc(Cl)ccc2Cl)cc1
  1%	6%	i	-3%	4%	0%	17%	-5%
CN1CCC(N(C)S(=O)(=O)c2ccc(C(C)(C)C)cc2)CC1
  5%	4%	-13%	-27%	6%	0%	4%	0%
O=C(CN1CCN(CC(=O)Nc2ccccc2F)CC1)Nc1ccc2c(c1)OCCO2
  -7%	6%	i	-21%	6%	-9%	12%	5%
Nc1nonc1-n1nnc(C(=O)O)c1-c1cccs1
  2%	4%	i	-36%	-4%	-11%	-1%	-3%
COc1ccc(/C=N/NC(=O)c2ccc3c(c2)OCCO3)c(OC)c1
  -18%	-6%	-22%	6%	16%	-12%	-14%	10%
COc1ccc(/C(N)=N/O)c(OC)c1
  -20%	4%	-27%	-4%	3%	-2%	-16%[0.397 µM]	2%

Part of the list above with just EPAC2 antagonist and PTHR1 ag.
molecule	EPAC2 antagonist	PTHR1 ag
COc1ccc(C(=O)NC(C)c2nnc(SCc3ccc(Cl)c(Cl)c3)n2C)cc1 (centres undefined)	-2%	i
O=C(NC(O)C(=O)c1ccccc1)c1cccs1 (centres undefined)	0%	-13%

Molecules shown so far that have a nitro group on carbon, in the order listed:
Order of values – EPAC1 antagonist	EPAC2 antagonist	PTHR1 ag	FUS yeast rescue	EPAC2 agonist	aSyn yeast inh	TDP-43 yeast inh	EPAC1 agonist
COc1cc(C=C(C#N)c2ccc([N+](=O)[O-])cc2)ccc1O
  4%	-18%	-2%	11%	0%	-15%	4µM*	-15%
COc1ccc(/C=N\NC(=O)c2ccc(F)cc2)cc1COc1cc(F)ccc1[N+](=O)[O-]
  -13%	-2%	-34%[inhibitor]	31%	6%	2%	23%	-19%

Additional records:
Order of values – EPAC1 antagonist	EPAC2 antagonist	PTHR1 ag	FUS yeast rescue	EPAC2 agonist	aSyn yeast inh	TDP-43 yeast inh	EPAC1 agonist
CN(CCC(=O)Nc1ccc(Br)cc1)Cc1ccccc1
  -7%	-3%	i	.	8%	-1%	6%	6%
CC(=O)c1ccc(-n2nncc2-c2ccc([N+](=O)[O-])cc2)cc1
  -13%	-13%	i	4%	4%	-8%	0%[9.22 µM]	11%
CCOC(=O)C1=C(CN2CCN(C(=O)c3ccco3)CC2)NC(=O)NC1c1ccc(C)cc1 (centres undefined)
  ?	?	-40%[inhibitor]	2%	-4%	5%	-1%	-5%
CCCCn1c(SCC(=O)N2c3ccccc3Sc3ccccc32)nc2c1c(=O)n(C)c(=O)n2C
  -2%	1%	-28%[57.5 µM]	52%	6%	7%	1%	6%
O=C(CCNS(=O)(=O)c1ccc(Br)s1)N1CCCCC1
  5%	7%	i	-35%	-13%	8%	15%	1%
O=C(NCCCSc1ccccc1)c1ccc(=O)[nH]c1
  18%	4%	-22%	2%	2%	1%	-16%	-7%
Cc1ccc(C(=O)OCC(=O)NC2CCS(=O)(=O)C2)c(C)c1 (centres undefined)
  -15%	2%	i	3%	4%	-2%[1.84 µM]	0%	1%
O=C(Cc1ccc([N+](=O)[O-])cc1)NCc1ccncc1
  20%	-2%	i	-11%	-2%	0%	-14%	0%
O=C(O)CCN1C(=O)C2C3c4ccccc4C(c4ccccc43)C2C1=O (centres undefined)
  -17%	-1%	-20%	1%	2%	2%	7%	5%
CCC1(C)Cc2ccccc2-c2nc(NCCO)n(-c3ccc(C)cc3)c(=O)c21 (centres undefined)
  -17%	5%	-5%[57.5 µM]	?	13%	-12%	-15%	-2%
COc1ccc(N(CC(=O)Nc2ccccc2C)S(=O)(=O)c2ccccc2[N+](=O)[O-])c(OC)c1
  -20%	-11%	-24%	29%	21%	6%	10%	9%
CN1CCN(c2nc3c(c(=O)n(C)c(=O)n3C)n2Cc2ccc(Cl)cc2)CC1
  3%	2%	i	-12%	-1%	10%	14%	-6%
COC(=O)c1ccccc1NC(=O)CN(CCc1ccccc1)S(C)(=O)=O
  -5%	-3%	-27%	21%	14%	1%	8%	6%
CC1CCc2cc(F)cc3c(O)c(C(=O)NCCN(C)C)c(=O)n1c23 (centres undefined)
  -17%	4%	i	-13%	16%	-2%	-20%	8%
O=C(NCC1CCCO1)c1cc(C(=O)C2CC2)c[nH]1 (centres undefined)
  10%	7%	-5%[57.5 µM]	9%	11%	-8%	-2%	7%

Some of these compounds in order of their number in EPAC2 agonist, rising:
molecule | EPAC1 antagonist | EPAC2 antagonist | PTHR1 ag | EPAC2 agonist | EPAC1 agonist
O=C(CCNS(=O)(=O)c1ccc(Br)s1)N1CCCCC1 | 5% | 7% | i | -13% | 1%
CC(=O)c1ccc(-n2nncc2-c2ccc([N+](=O)[O-])cc2)cc1 | -13% | -13% | i | 4% | 11%
CN(CCC(=O)Nc1ccc(Br)cc1)Cc1ccccc1 | -7% | -3% | i | 8% | 6%
COc1ccc(N(CC(=O)Nc2ccccc2C)S(=O)(=O)c2ccccc2[N+](=O)[O-])c(OC)c1 | -20% | -11% | -24% | 21% | 9%

(next part)
Order of values – EPAC1 antagonist	EPAC2 antagonist	PTHR1 ag	FUS yeast rescue	EPAC2 agonist	aSyn yeast inh	TDP-43 yeast inh	EPAC1 agonist
COc1ccc2c(c1)[C@H]1[C@H](CO2)[C@H](c2ccccc2)[C@]2(C)C(=O)Nc3ccc(Cl)cc3C(=O)N12
  2%	19%	-39%[inhibitor]	2%	5%	14%	-32%[inhibitor]	-3%
COc1ccc(-n2cccc2/C=C/[N+](=O)[O-])cc1
  -14%	10%	-13%	.	15%	-71%[inhibitor]	-92%[inhibitor]	-2%
CC(C)N(C(=O)[C@H]1C[C@H](CC(=O)NCc2ccco2)C(=O)N2CCc3c([nH]c4cc(CCC(=O)N(C)C)ccc34)[C@]12C)C(C)C
  -4%	6%	i	29%	7%	-9%	14%	6%
COc1ccc(/C=N/NC(=O)C(C)n2cnc3ccccc3c2=O)cc1 (centres undefined)
  -2%	12%	i	25%	-2%	-2%	13%	0%
CCc1nc(SCC(=O)N2c3ccccc3CC2C)c2c(C)c(C)sc2n1 (centres undefined)
  1%	1%	-3%[57.5 µM]	28%	6%	25%	-6%	17%
NS(=O)(=O)c1ccc(CCNC(=O)CSc2nc3ccsc3c(=O)n2Cc2ccccn2)cc1
  -3%	17%	-10%	-22%	-1%	0%	-2%	10%
CC(=O)N1c2ccc(S(=O)(=O)N3CCC(C(=O)NCc4ccccc4Cl)CC3)cc2CC1C (centres undefined)
  -20%	-9%	i	-2%	7%	-2%	3%	-9%
